Source: PubChem
IMP-1 inh = IMP-1 metallo-beta-lactamase inhibitors, primary screen, biochemical, epi-absorbance readout, Pseudomonas aeruginosa enzyme | metallo-beta-lactamase IMP-1 (Pseudomonas aeruginosa) | purified IMP-1, nitrocefin hydrolysis, epi-absorbance fluorescence | inhibition, % at 5.6 µM | 290,000 compounds, 0.45% hits | AID 1556, 2009;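 active = inhibition above the mean plus 3 SD of all compounds in the same screening run, cut at about 4.5% in these data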;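 note: 0% = IMP-1 with DMSO and 100% = DMSO wells lacking enzyme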
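System: purified IMP-1 / Input: IMP-1 dispensed at 0.2 nM / Medium: 50 mM HEPES pH 7.1, 50 µM ZnSO4, 0.05% Brij 35 / Timing: 15 min enzyme–compound preincubation, then 25 min nitrocefin reaction, 25 °C / Technique: plate fluorescence quenching by hydrolysis product, ex 480/em 530 nm / Repeats: singlicate testing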
MEKK2 WT-MEK5 = modulators of MEK5 binding to wildtype MEKK2, primary screen, biochemical, multiplex bead flow cytometry, Alexa488-MEK5. AID 1531, 2009. 290,000 compounds, 1.1% hits. Alexa488-MEK5 binding to MEKK2 WT; actives lie on both sides. binding response (% of control), % at 10 µM. Mitogen-activated protein kinase kinase kinase 2 (Homo sapiens), Q9Y2U5; in the data active = binding response below about 67% or above about 130%
DNA FID counter = compounds displacing fluorescent DNA intercalator, primary screen, artefact control for HCV NS3 helicase inhibitor project, biochemical, FID fluorescence; inhibition, % at 7.9 µM; 290,000 compounds, 0.17% hits; DNA fluorescent intercalator displacement; in the data active = inhibition above about 37%;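 note: 0% = vehicle and 100% = reference compound; higher means more ethidium bromide displaced from hairpin DNA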
UBC9 SUMO inh = inhibitors of in vitro SUMOylation cascade, primary screen, biochemical, HTRF, uHTS | SUMO-conjugating enzyme UBC9 (Homo sapiens), P63279 | HTRF SUMOylation assay, SAE1/SAE2 + UBC9 | inhibition, % at 35 µM | 290,000 compounds, 0.36% hits | AID 2006, 2009; in the data active = inhibition above about 50%, passing the limit was not always enough; note: strong numbers were not always called active
Target sequence (P63279 whole entry, looked up): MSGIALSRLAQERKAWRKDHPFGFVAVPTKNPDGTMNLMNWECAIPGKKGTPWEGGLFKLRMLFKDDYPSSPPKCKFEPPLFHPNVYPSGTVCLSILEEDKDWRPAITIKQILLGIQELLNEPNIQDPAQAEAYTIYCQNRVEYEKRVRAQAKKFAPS
MEKK2 mut-MEK5 = MEK5 binding signal on mutant MEKK2 PB1, primary screen, biochemical, multiplex bead flow cytometry, Alexa488-MEK5; 290,000 compounds, 0.35% hits; Alexa488-MEK5 binding to MEKK2 mutant; percent response, % at 10 µM; in the data active = percent response above about 24%, passing the limit was not always enough; note: inactives centre near 1; some results filed as inactive read as strong as hits
NALP1 yeast inh = NALP1 inflammasome inhibitors in reconstituted yeast, colorimetric, S. cerevisiae, triplicate retest; S. cerevisiae NALP1/ASC/caspase-1 growth, X-gal OD620, 72 h; inhibition, % at 10 µM; 280,000 compounds, 0.61% hits; AID 2071, 2009; in the data active = inhibition mostly above about 24%, no sharp cut-off; inactive = mostly below about 32%; note: some compounds called inactive have numbers as strong as hits
NS3 helicase inh = inhibitors of HCV NS3 helicase, primary screen, biochemical, Cy5 molecular beacon fluorescence; NS3 helicase DNA unwinding; inhibition, % at 10.9 µM; 290,000 compounds, 0.56% hits; AID 1800, 2009;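 active = inhibition above the mean of all tested compounds plus 3 SD, set per campaign, cut at about 35% in these data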;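 note: 0% = DMSO wells and 100% = thioflavine S control wells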
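System: Hepatitis C virus NS3 helicase domain fragment enzyme | Reagent: Annealed dual-labelled DNA beacon duplex, ATP-started | Compound dosing: 10.9 µM single point, 0.8% DMSO | Incubation: 1 h reaction at 25 °C, ATP-initiated | Technique: Cy5 fluorescence | Evaluation: Percent inhibition from t60/t0 fluorescence ratio | Benchmarks: Low DMSO, high thioflavine S at 110 µM | Replication: Singlicate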
PfM18AAP inh = PfM18AAP inhibitors, malaria aminopeptidase, primary screen, biochemical, QFRET, recombinant enzyme. inhibition, % at 7.35 µM. AID 1822, 2009. H-Glu-NHMec fluorogenic cleavage. 290,000 compounds, 1.2% hits. M18 aspartyl aminopeptidase (Plasmodium falciparum 3D7);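 active = inhibition above the campaign mean inhibition over all tested compounds plus 3 SD, cut at about 28% in these data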;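 note: 0% = plate median of test compound wells and 100% = 2 mM ZnCl2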
VIM-2 inh = VIM-2 metallo-beta-lactamase inhibitors, primary screen, biochemical, epi-absorbance readout, Pseudomonas aeruginosa enzyme. purified VIM-2, nitrocefin hydrolysis, epi-absorbance fluorescence. inhibition, % at 5.6 µM. 290,000 compounds, 0.89% hits;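 active = inhibition above the mean of all tested compounds plus 3 SD, cutoff set per screening run, cut at about 7.5% in these data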;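 note: red hydrolysis product quenches plate fluorescence so inhibitors raise well fluorescence; 0% = enzyme with DMSO and 100% = DMSO without enzyme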
* hit, by the source's call; . = no result given. No enrichment for hits, and some 4.7% of all compounds hit somewhere here.

structure,DNA FID counter,UBC9 SUMO inh,PfM18AAP inh,NALP1 yeast inh,MEKK2 mut-MEK5,VIM-2 inh,NS3 helicase inh,MEKK2 WT-MEK5,IMP-1 inh
COc1cccc(OC)c1C(=O)Nc1ccccc1C(=O)N1CCCCCC1,-7.4,1.7,1.4,-0.5,9.0,2.0,2.2,116.0,-1.6
COc1cc(-c2noc(CCC(=O)NC3CCCC3)n2)cc(OC)c1OC,-21.1,1.7,4.2,5.8,5.0,-1.3,-0.8,103.0,-3.6
Cc1ccc(C(=O)Nc2ccc(N3CCN(C)CC3)cc2)cc1C,11.2,-17.8,5.3,7.8,4.0,15.7*,-17.4,112.0,-2.1
CCOC(=O)c1cnc2ccc(OCC)cc2c1N(C)Cc1ccccc1,-8.5,3.2,-9.2,6.7,-1.0,1.0,-12.3,104.0,-1.0
CNC(=S)Nc1ccc2[nH]c(=O)[nH]c2c1,-0.9,19.4,1.0,-7.6,2.0,-1.5,13.7,105.0,-2.9
CCOC(=O)c1cc(=O)n2nc(-c3ccc(C)cc3)nc2s1,-2.1,17.2,-5.7,-4.6,2.0,-1.3,-2.1,110.0,-0.7
CCOC(=O)CSc1nnc([C@H](C)NC(=O)OC(C)(C)C)o1,-9.6,-1.5,2.5,8.8,6.0,-2.1,24.3,102.0,-0.6
O/N=C1/CCc2nonc2/C1=N/O,-1.4,17.1,15.0,13.4,-2.0,-2.8,4.2,98.0,-1.1
COc1ccccc1N(CC(=O)Nc1cccnc1)S(=O)(=O)c1ccccc1,-14.4,18.2,3.1,18.5,1.0,0.0,-3.3,91.0,-1.6
COc1ccc(/C=N/Nc2nnc(-c3ncc[nH]3)c3ccccc23)cc1,-5.3,-3.9,12.4,-0.4,-2.0,-0.1,-12.0,101.0,-1.0
Cc1cccc(C(=O)NC2=NCCS2)c1,9.0,25.3,2.0,15.9,-10.0,-4.0,-20.1,90.0,-1.4
O=C(NCCCN1CCCC1=O)c1cc(S(=O)(=O)N2CCOCC2)ccc1Cl,-6.0,20.0,-11.7,25.1,2.0,0.1,1.9,100.0,-0.3
C=C(C)COc1ccc2c(C)c(CCC(=O)N3C[C@H]4C[C@@H](C3)c3cccc(=O)n3C4)c(=O)oc2c1,-48.7,16.0,-0.9,10.3,-1.0,1.0,-19.8,103.0,-1.7
O=C1CSC(c2ccc(Cl)cc2)N1Nc1nc(N2CCOCC2)nc(N2CCOCC2)n1 (stereo not drawn),-33.1,-7.3,-3.2,0.8,-3.0,-1.7,-4.8,97.0,0.3
CCOc1ccc(CCNC(=O)c2ccc(CNS(=O)(=O)c3ccccc3)cc2)cc1OCC,-33.8,-19.8,-10.0,23.7,0.0,-0.6,0.1,106.0,-0.9
O=C(N/N=C/c1ccncc1)c1cc(C2CC2)nc2ccccc12,-6.6,9.7,-1.3,14.8,1.0,0.7,7.5,103.0,-3.7
CC(CCc1ccco1)NC(=O)Cn1ncc2c1-c1ccccc1OC2 (stereo not drawn),-9.2,8.1,-4.1,15.6,10.0,-0.2,0.0,105.0,-2.3
C/C(N)=N\S(=O)(=O)c1ccc(Cl)cc1,0.0,-0.1,-3.0,-17.5,-1.0,-0.1,2.0,97.0,-1.9
CC(C)NC(=O)CC(=O)N/N=C/c1ccc(F)cc1,-3.5,24.5,2.6,-6.8,3.0,-2.9,-0.6,100.0,-1.9
COc1ccc(-c2cn(Cc3ccc4c(c3)C(=O)c3ccccc3C4=O)nn2)cc1,-0.9,10.3,2.5,16.5,0.0,0.3,4.8,103.0,-1.3
COc1ccc(C(C(=O)Nc2ccc(C(C)C)cc2)N(C)C(=O)CNC(C)=O)cc1 (stereo not drawn),-29.2,11.1,-2.7,0.7,5.0,-4.2,5.2,104.0,-0.2
O=C1COc2ccc(NC(=O)c3ccccc3C(=O)O)cc2N1,-2.1,10.8,5.8,9.2,11.0,-0.6,1.7,111.0,-2.4
Cn1c(CC2C(=O)Nc3ccc(Br)cc32)nc2ccccc2c1=O (stereo not drawn),-13.6,-6.2,-4.0,32.7,.,-2.1,13.6,.,-3.2
CCOC(=O)CSc1nc(C)cc(C)n1,-2.3,3.0,-13.8,0.1,13.0,-2.7,7.3,109.0,-3.5
COC(=O)c1c(NC(=O)CN2C(=O)NC3(CCc4ccccc4C3)C2=O)sc2c1CCCCC2 (stereo not drawn),-5.6,14.9,-2.2,40.1,-2.0,-2.2,4.1,93.0,-0.9
N=C1/C(=C\c2coc3ccccc3c2=O)C(=O)N=C2SC=CN12,-3.6,5.3,6.8,.,-1.0,9.3*,-0.8,106.0,8.6*
Clc1ccc(-n2nnnc2SCc2c(-c3ccccc3)nc3sccn23)cc1,-1.4,2.8,0.1,23.9,-5.0,-1.0,2.6,95.0,-3.0
CC(C)c1ccc(NS(=O)(=O)c2ccc(Cl)nc2)cc1,-4.9,-3.8,-4.2,21.7,2.0,-4.8,-6.3,105.0,-4.2
COc1cc2c(cc1OC)CN(C(=O)COc1ccc(C#N)cc1)CC2,-5.2,-18.4,4.4,-1.3,-1.0,1.2,-4.3,102.0,-0.2
COc1cc(-c2nnc(SCc3cccnc3)n2C)cc(OC)c1O,-7.8,16.4,12.8,8.4,-6.0,5.1,4.9,93.0,0.6

Structures listed so far containing an NH in an aromatic ring, in the order listed:
structure,DNA FID counter,UBC9 SUMO inh,PfM18AAP inh,NALP1 yeast inh,MEKK2 mut-MEK5,VIM-2 inh,NS3 helicase inh,MEKK2 WT-MEK5,IMP-1 inh
CNC(=S)Nc1ccc2[nH]c(=O)[nH]c2c1,-0.9,19.4,1.0,-7.6,2.0,-1.5,13.7,105.0,-2.9
COc1ccc(/C=N/Nc2nnc(-c3ncc[nH]3)c3ccccc23)cc1,-5.3,-3.9,12.4,-0.4,-2.0,-0.1,-12.0,101.0,-1.0

The results go on:
structure,DNA FID counter,UBC9 SUMO inh,PfM18AAP inh,NALP1 yeast inh,MEKK2 mut-MEK5,VIM-2 inh,NS3 helicase inh,MEKK2 WT-MEK5,IMP-1 inh
C=CCn1c(C)nnc1SCC(=O)Nc1nc(C)c(C(=O)N(C)C)s1,-2.4,15.6,2.9,23.9,-2.0,-1.2,3.3,97.0,-1.1
O=C(CO/N=C/c1ccc(OC(F)F)cc1)NCc1cccs1,-5.2,-8.4,-7.9,14.4,0.0,-4.8,-4.5,92.0,-2.0
CN(C)S(=O)(=O)c1ccc(Cl)c(C(=O)Nc2cccc([N+](=O)[O-])c2)c1,7.8,13.7,2.5,-2.0,1.0,-2.5,0.3,101.0,-2.6
CCC1CCCCN1C(=O)CSc1nnc(CNC(=O)c2cc(OC)c(OC)c(OC)c2)o1 (stereo not drawn),-37.0,4.7,-20.7,25.4,6.0,-4.3,3.9,112.0,-4.3
COc1ccc(CNC(=S)Nc2ccc(Br)cc2)cc1,-6.0,-0.3,6.1,0.5,0.0,-4.7,3.6,99.0,-2.6
CC(NC(=O)c1cncc(Br)c1)c1ccc(S(N)(=O)=O)cc1 (stereo not drawn),-3.7,1.3,1.6,13.6,2.0,-4.4,2.3,100.0,-1.5
CC1(C)SC(=Nc2ccccc2)N(S(=O)(=O)c2ccccc2)C1=O,-1.9,0.7,-8.7,30.2,1.0,-0.9,5.8,99.0,-2.6
O=C1OCCC1Sc1nc2ccccc2c(=O)n1Cc1ccccc1 (stereo not drawn),-7.1,9.4,-0.8,7.1,-10.0,-2.2,5.5,82.0,-2.7
CC/C(O)=C1\C(=O)CC(C)(C)CC1=NCCc1nc2ccccc2[nH]1,-10.8,0.6,-0.3,9.6,-14.0,-4.2,7.0,88.0,-2.9
O=P(Cc1ccncc1)(c1ccccc1)c1ccccc1,-3.6,-20.6,-11.1,15.2,-10.0,0.6,-1.9,95.0,-1.3
CCOC(=O)Nc1sc(=S)n(C)c1C,2.0,17.9,3.3,34.0,1.0,0.9,5.9,101.0,-0.8
CC(=O)Nc1ccc(NC(=O)CSc2nnc(C)c(=O)n2N)cc1,-11.2,5.0,-8.7,-8.2,-1.0,-1.4,0.7,91.0,-2.6
CC(C)NC(=S)N/N=C/C1=CCC2CC1C2(C)C (stereo not drawn),-18.7,-9.2,2.4,13.1,10.0,-5.4,17.4,105.0,-3.9
COc1cc(CC(=O)NCC(C)(C)N2CCOCC2)cc(OC)c1OC,-9.2,6.4,5.0,2.5,1.0,-3.5,8.9,98.0,-2.2
CCCc1cc(=O)[nH]c(SCCOc2ccc(OCC)cc2)n1,-22.7,8.1,-13.0,43.7*,2.0,-1.5,8.9,106.0,-1.7
COc1cccc(NC(=O)NC2CCCCCCC2)c1,-25.5,8.0,8.6,19.7,7.0,-1.3,4.4,103.0,-0.8
Nc1ccc(CCn2ccnc2)cc1,-5.8,3.7,-0.2,9.4,15.0,-3.6,-23.2,116.0,0.9
CC1CCN(S(=O)(=O)N2CCCC(C(=O)NCc3ccc(F)cc3)C2)CC1 (stereo not drawn),-28.0,-11.8,-6.0,20.6,0.0,2.0,-8.8,103.0,-2.3
